Source: PubChem (Sanford-Burnham Center for Chemical Genomics)
UPR XBP1 act: adaptive UPR (XBP1) activation; hit rate 0.33% among 330,000; activation, % at 20 µM; AID 463104; CHO-XBP1 luciferase reporter, IRE1-XBP1 UPR activation, luminescence; percent of tunicamycin response, DMSO as zero;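 active = versus positive control, 20 µM dose yields 30% or more activation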;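 also: 100% = tunicamycin at 10 µg/mL and 0% = DMSO only wells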
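Material – CHO cell line with stable XBP1 luciferase reporter · Buffer or medium – F12 plus 10% FBS · Compound – single point, 20 µM final compound, 1% DMSO · Schedule – 16-18 h cell attachment at 37 °C, then 6 h compound exposure · Signal – Steady-Glo luminescence read · Benchmarks – high control tunicamycin 10 µg/mL final, low control DMSO vehicle only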
APJ agonist: activates the human apelin receptor APJ | CHO-K1 APJ PathHunter beta-arrestin, luminescence; 0% DMSO wells, 100% apelin | P35414 | AID 2520 | hit rate 0.11% among 330,000 | activation, % at 20 µM;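 active = activation more than six SD over the plate average, tested at 20 µM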;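 also: 0% = DMSO alone and 100% = apelin-13 at 10 nM; some results filed as inactive read as strong as hits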
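Assay system: engineered CHO-K1 APJ arrestin reporter cells; Amount: 1000 CHO-K1 reporter cells seeded per well; Dosing: one dose, 20 µM compound, 1% DMSO; Times: compound stimulation 90 min at 25 °C, detection 60 min; Measured by: luminescent beta-gal fragment complementation, chemiluminescent substrate; Read-out: APJ–arrestin association signal; Controls: DMSO vs Apelin-13 10 nM.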
Mdm2 MdmX PPI: human Mdm2/MdmX binding inhibition; SaOS-2 split-luciferase Mdm2/MdmX complementation, luminescence; inhibition, % at 8 µM; hit rate 3% among 330,000; AID 485346;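 active = inhibition of at least 50% at 8 µM in the primary screen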
Target sequence (O15151 whole entry, looked up): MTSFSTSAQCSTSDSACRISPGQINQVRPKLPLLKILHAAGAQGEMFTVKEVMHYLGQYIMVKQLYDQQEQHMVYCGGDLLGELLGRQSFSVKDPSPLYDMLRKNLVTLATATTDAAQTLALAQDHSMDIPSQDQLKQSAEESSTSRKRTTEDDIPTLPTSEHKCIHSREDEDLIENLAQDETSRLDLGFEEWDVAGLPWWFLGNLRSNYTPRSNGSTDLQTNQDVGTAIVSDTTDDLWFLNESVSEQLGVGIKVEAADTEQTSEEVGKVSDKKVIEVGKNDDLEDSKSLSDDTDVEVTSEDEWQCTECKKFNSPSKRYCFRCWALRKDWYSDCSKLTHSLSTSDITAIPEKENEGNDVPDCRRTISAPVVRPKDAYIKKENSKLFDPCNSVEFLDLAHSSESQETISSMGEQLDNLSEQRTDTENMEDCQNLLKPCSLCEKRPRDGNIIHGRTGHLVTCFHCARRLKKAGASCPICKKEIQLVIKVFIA
Target sequence (Q00987 whole entry, looked up): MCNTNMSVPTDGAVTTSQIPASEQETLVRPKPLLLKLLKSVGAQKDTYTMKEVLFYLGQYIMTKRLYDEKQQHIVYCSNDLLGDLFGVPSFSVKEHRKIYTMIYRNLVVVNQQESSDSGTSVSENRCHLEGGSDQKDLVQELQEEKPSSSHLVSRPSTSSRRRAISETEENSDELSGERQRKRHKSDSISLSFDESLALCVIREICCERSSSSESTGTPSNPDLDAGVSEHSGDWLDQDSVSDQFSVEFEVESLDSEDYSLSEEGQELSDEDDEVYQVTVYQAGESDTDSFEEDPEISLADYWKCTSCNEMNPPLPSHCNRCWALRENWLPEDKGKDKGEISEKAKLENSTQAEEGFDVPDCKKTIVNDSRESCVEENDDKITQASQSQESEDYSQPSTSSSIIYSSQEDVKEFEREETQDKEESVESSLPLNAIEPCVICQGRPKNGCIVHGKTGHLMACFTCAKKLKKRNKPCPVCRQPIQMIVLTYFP
tim23-1 inh: growth inhibitors of tim23-1 mutant yeast | hit rate 1.3% among 330,000 | S. cerevisiae tim23-1 growth, BacTiter-Glo luminescence, 24 h | inhibition, % at 20 µM | AID 463212;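 active = growth inhibition of the mutant yeast at or above 50%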;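 also: temperature-sensitive mutant grown at 25 °C; plate controls were DMSO-treated mutant yeast for no effect and medium wells lacking yeast for full effect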
CXCR6 block: inhibitors of human CXCR6 receptor; hit rate 0.36% among 360,000; inhibition, % at 20 µM; O00574; CHO-K1 PathHunter CXCR6 beta-arrestin, luminescence; in the data active = inhibition above about 34%, passing the limit was not always enough;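 also: antagonist mode with CXCL16 agonist at 10 nM final; 0% = 10 nM CXCL16 with DMSO and 100% = unstimulated wells without agonist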
APJ antag: blocks the human apelin receptor APJ; P35414; CHO-K1 APJ beta-arrestin complementation, luminescence; inhibition, % at 20 µM; hit rate 0.32% among 330,000; AID 2521;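 active = inhibition above about 40% at 20 µM, limit read from the data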;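 also: cells challenged with 10 nM apelin-13 agonist together with compound; plate controls were apelin-13 plus DMSO wells for no effect and DMSO wells lacking apelin-13 for full effect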
TIM10 inh: TIM10 yeast growth inhibition. S. cerevisiae TIM10 strain growth, BacTiter-Glo luminescence, 24 h. inhibition, % at 10 µM. hit rate 1.4% among 330,000. AID 463195;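 active = inhibition of 40% or more at the single tested concentration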;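 also: wild-type TIM10 isogenic control strain grown at permissive 25 °C; 0% = DMSO yeast wells and 100% = minimal medium wells without yeast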
tim10-1 inh: inhibits growth of tim10-1 mutant yeast | hit rate 2.2% among 330,000 | inhibition, % at 20 µM | S. cerevisiae tim10-1 ts strain growth, BacTiter-Glo, 24 h | AID 463190;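 active = inhibition of at least 40%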;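 also: mutant grown at 25 °C; 0% = DMSO wells with yeast and 100% = wells holding no yeast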
CHOP UPR activ: activators of apoptotic arm of unfolded protein response (CHOP); activation, % at 10 µM; CHO-CHOP luciferase reporter, UPR activation, luminescence; percent of tunicamycin response over DMSO baseline; hit rate 0.34% among 330,000;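 active = at 10 µM dose, activation of 40% or more, normalized to positive control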;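 also: 100% = tunicamycin at 10 µg/mL and 0% = DMSO alone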
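System: CHO-CHOP luciferase reporter cell line; amount: 500 cells/well; buffer or medium: F12 medium containing 10% fetal bovine serum; incubation: 6 h compound exposure at 37 °C after overnight seeding; measured by: luciferase luminescence after 10 min with Steady-Glo reagent; evaluation: % reporter activation, DMSO baseline versus tunicamycin full activation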
Active calls of the source: *; · = no result given. An excerpt; count on the stated rates, not on these rows.

SMILES	UPR XBP1 act	APJ agonist	Mdm2 MdmX PPI	tim23-1 inh	CXCR6 block	APJ antag	TIM10 inh	tim10-1 inh	CHOP UPR activ
O=C(c1cccnc1)c1cc2ccccc2[nH]1	2	-3	5	5	-6	3	2	1	2.1
CCOC(=O)c1c(NC(=O)c2c(N)n(CCCOC)c3nc4ccccc4nc23)sc2c1CCCC2	-3	-7	49	11	0	8	12	10	1.3
CNC(=S)N/N=C1\C2CN3CCN(C2)CC1(c1ccccc1)C3	-1	-3	-27	2	-4	-8	16	1	0.1
COc1ccc(CCNC(=O)c2c(N)n(CCN3CCOCC3)c3nc4ccccc4nc23)cc1	1	-2	76*	21	3	30	1	31	3.3
COC(=O)C1=C(c2cccc(OC)c2OC)C[C@@H]2CC[C@H]1N2C	-1	0	3	-9	-6	6	4	-12	1.7
COc1cc2c(cc1OC)C(c1c(O)n(CCc3ccccc3)c(=S)[nH]c1=O)NCC2 (stereo not drawn)	-1	1	-17	10	·	-4	12	13	-1.6
CC(=O)N1N=C(c2cccnc2)OC1c1ccccc1Cl (stereo not drawn)	-2	-2	2	28	6	7	5	3	0.8
CNCCc1ccc(OC)c(OC)c1	-2	-2	4	-1	12	19	6	-17	-0.1
Cc1cc(C)nc(NS(=O)(=O)c2ccc(N=Cc3c(O)n(C)c(=O)n(C)c3=O)cc2)n1	3	0	11	20	9	3	-4	1	0.8
CC(=O)O[C@@]12CO[C@@H]1C[C@H](O)[C@@]1(C)C(=O)[C@H](O)C3=C(C)[C@@H](OC(=O)[C@H](O)[C@@H](NC(=O)c4ccccc4)c4ccccc4)C[C@@](O)([C@@H](OC(=O)c4ccccc4)C12)C3(C)C (stereo partly drawn)	-2	-1	54*	11	2	5	4	13	0.7
O=C(O)Cn1cc(C=C2C(=O)NC(=O)NC2=O)c2ccccc21	-4	-3	-15	-4	5	8	9	-8	2.1
CC(C)CC1C(C#N)=C(N)Oc2c1c(=O)oc1ccccc21 (stereo not drawn)	-3	-2	2	-3	3	5	-10	-6	0.1
O=c1[nH]c(=S)[nH]c(O)c1N=Nc1ccc(OC(F)F)cc1	3	-3	4	0	5	21	7	14	0.5
CCCN(CCC)C1Cc2cc(OC)c(OC)cc2C1	-7	0	18	-12	2	-11	8	8	-0.5
C/C(=N\N1CCN(C)CC1)c1c(O)n(Cc2ccccc2)c(=O)[nH]c1=O	-1	-1	6	16	3	5	-3	6	0.8
CC(C)n1c(O)c(C=NCc2cccnc2)c(=O)[nH]c1=S	-1	2	-5	-4	0	-6	10	13	-2.1
CCOC(=O)c1c(-c2ccccc2)oc2ccc(OC(=O)N(C)C)cc12	0	-3	14	25	-1	19	16	11	-2.0
Oc1ccc(Br)cc1CN1CCN(c2ccccc2)CC1	-1	-2	20	13	6	9	0	28	-1.9
COc1ccc(CCNCc2ccncc2)cc1OC	-2	-2	16	14	0	13	15	9	0.7
Clc1cccc(C2NCc3ccccc3-n3cccc32)c1 (stereo not drawn)	1	-3	1	31	7	12	10	27	0.1
COC(=O)C1=C(c2c(C)noc2C)C[C@@H]2CC[C@H]1N2C(=O)NCCOc1ccccc1	-1	-4	7	1	2	0	-6	-4	-0.6
OCc1cnc[nH]1	-8	-2	-22	2	4	6	5	-4	-1.1
CCOC(=O)c1nc2ccccc2c(=O)n1-c1cccc(C)c1	-1	-1	-1	27	-4	3	8	22	1.5
CCCCCCn1c(O)c(C=Nc2ccccc2N2CCOCC2)c(=O)[nH]c1=S	9	5	-7	-12	-2	12	-4	-8	4.2
COc1ccc2c3c1OC1C(=O)CC[C@@]4(O)[C@@H](C2)N(C)CC[C@]314 (stereo partly drawn)	-1	-2	67*	7	8	10	7	14	1.2
NCCCP(=O)(O)CCc1ccccc1	-3	-1	10	7	-10	5	15	17	0.4
COc1cccc(O)c1CN1CCCC(C(=O)c2ccccc2SC)C1 (stereo not drawn)	-6	0	22	8	-2	-2	6	8	-1.1
Cn1cc(CCC(=O)N2CCC3(CC2)OCCO3)c2ccccc21	-2	-4	14	-4	3	-24	10	15	-0.5
Cc1cc(/C=C2\C(=O)NC(=O)N(Cc3ccccc3)C2=O)c(C)n1C1CC1	1	2	14	16	6	9	-12	21	0.0
Cc1c(C(c2ccc(F)cc2)c2c(O)c3ccccc3oc2=O)c(=O)n(-c2ccccc2)n1C (stereo not drawn)	-2	-1	0	8	-2	-15	12	2	-0.6
CNC(=S)N1CC2CC(C1)c1cccc(=O)n1C2 (stereo not drawn)	-2	0	10	2	-7	-28	11	0	2.5
CCN(CC)C(=O)c1ccc(NC(=O)CCCSc2ccccc2)cc1	-1	0	-5	16	1	-12	-37	6	0.7
Cc1nc(CCl)cc(=O)[nH]1	-2	-3	6	10	-4	-42	0	13	-1.4
COc1ccc(-n2c(-c3ccc(C)cc3)nc3ccccc3c2=O)cc1	-3	-3	3	28	12	0	-3	15	7.2
COC(=O)C1=C(c2ccc3ccccc3c2)C[C@@H]2CC[C@H]1N2C(=O)NCc1ccc(F)cc1	-2	-1	-2	27	8	-6	-9	20	1.9
C[C@@H]1NCCc2cc(O)c(O)cc21	-6	2	31	10	-9	11	-4	6	-2.6
CN1CCN(c2ccc([N+](=O)[O-])c(NCC3CCCO3)c2)CC1 (stereo not drawn)	-1	-5	11	3	-1	16	2	-7	0.3
COc1ccccc1-n1c(-c2ccccc2F)nc2ccccc2c1=O	1	3	8	37	6	6	12	11	-0.7
CCn1c(=N)n(Cc2ccccc2F)c2ccccc21	-1	1	-5	14	-6	11	-11	12	-1.5
CN(C)C(=O)On1c(-c2ccccc2)nc2ccc(Cl)cc21	5	-3	-22	24	1	-11	-5	9	1.4
CCCCn1c(N)c(C(=O)NCc2cccs2)c2nc3ccccc3nc21	-2	-9	47	36	1	49*	25	41*	-1.3
COC(=O)c1ccc(N=C(c2ccccc2)c2c(O)n(C)c(=O)n(C)c2=O)cc1	-2	3	-11	11	6	-3	24	16	0.7
COc1ccc(NC(=O)N2CCC3(CC2)OCCO3)cc1	4	-4	-16	20	-7	9	3	-8	-0.2
COCCCn1c(N)c(C(=O)NCCC(C)C)c2nc3ccccc3nc21	3	-2	24	39	10	12	21	27	-1.9
Clc1ccc(Cn2ccnc2)cn1	-2	-3	17	18	0	-13	-16	-2	-1.2
CC12CC[C@H]3[C@@H](CCC4(O)C[C@H](O)CCC34/C=N/NC(=O)c3ccccc3F)C1(O)CCC2C1=CC(=O)OC1 (stereo partly drawn)	-1	-4	-39	17	3	0	-13	-8	2.0
O=C1CC(c2cccnc2)=NN1c1ccc(Cl)cc1Cl	2	-2	0	25	6	7	3	15	-0.5
COC(=O)C(O)(c1ccc(N(C)C)cc1)C(F)(F)F (stereo not drawn)	-4	-3	14	-2	-1	-3	-17	-10	2.4
COc1ccc2c(C)c(CCC(=O)N3C[C@H]4C[C@@H](C3)c3cccc(=O)n3C4)c(=O)oc2c1	1	-1	24	-3	0	3	-3	-16	0.6
CC(NC1=NCCS1)c1ccccc1 (stereo not drawn)	3	1	15	-5	-1	8	2	-4	-1.3
O=C(COC(=O)c1cccc(O)c1)Nc1ccc(Cl)cc1C(=O)c1ccccc1	2	1	9	29	0	10	9	20	-1.0
Cc1ccc2c(c1)C(c1ccccc1)=NCC(=O)N2C	-1	0	-2	-6	-2	-9	11	11	-0.2
CC1CCN(C(=O)c2ccc(N3CC4CC(C3)c3cccc(=O)n3C4)c([N+](=O)[O-])c2)CC1 (stereo not drawn)	0	-1	4	2	3	-10	6	14	0.6
O=C1NC(=O)N(c2ccccc2)C(=O)/C1=C\c1ccc([N+](=O)[O-])s1	-3	-2	20	68*	·	12	85*	66*	4.2
CSc1ccc(CN2CCN(C(=O)COc3ccc(C)cc3)CC2)cc1	-6	4	9	24	0	-1	-25	-1	-0.6
O=P(NC(c1ccccc1)c1ccccc1)(Oc1ccccc1)Oc1ccccc1	-1	-3	7	8	-4	-7	13	13	-1.2
COC(=O)C1=C(c2ccc(-c3ccccc3)c(F)c2)C[C@@H]2CC[C@H]1N2C(=O)NCc1cccc2ccccc12	-2	-4	31	15	4	3	15	11	-1.5
COc1ccc(Nc2ncc(C(=O)N3CCC4(CC3)OCCO4)c3ccccc23)cc1	-3	-4	13	9	-9	13	3	13	1.2
O=C1COc2ccc(C(=O)COC(=O)Cc3ccccc3)cc2N1	-4	-4	8	2	0	8	9	9	-1.2
CN(C)c1ccc(/C=C/[N+](=O)[O-])cc1	59*	1	35	46	22	32	2	12	18

Exported in markdown: three of the compounds above.
| canonical_smiles | UPR XBP1 act | APJ agonist | Mdm2 MdmX PPI | tim23-1 inh | CXCR6 block | APJ antag | TIM10 inh | tim10-1 inh | CHOP UPR activ |
| --- | --- | --- | --- | --- | --- | --- | --- | --- | --- |
| CC1CCN(C(=O)c2ccc(N3CC4CC(C3)c3cccc(=O)n3C4)c([N+](=O)[O-])c2)CC1 (stereo not drawn) | 0 | -1 | 4 | 2 | 3 | -10 | 6 | 14 | 0.6 |
| O=P(NC(c1ccccc1)c1ccccc1)(Oc1ccccc1)Oc1ccccc1 | -1 | -3 | 7 | 8 | -4 | -7 | 13 | 13 | -1.2 |
| O=C1NC(=O)N(c2ccccc2)C(=O)/C1=C\c1ccc([N+](=O)[O-])s1 | -3 | -2 | 20 | 68* | · | 12 | 85* | 66* | 4.2 |

Later entries.
SMILES	UPR XBP1 act	APJ agonist	Mdm2 MdmX PPI	tim23-1 inh	CXCR6 block	APJ antag	TIM10 inh	tim10-1 inh	CHOP UPR activ
COc1ccc(-c2nn(CCC#N)cc2C(=O)Nc2ccccc2Cl)cc1	-6	-4	15	19	5	-7	-2	-3	0.1
Cc1c(C(=O)Nc2ccccc2)c2cc(O)ccc2n1Cc1ccccc1	-9	-3	9	25	14	-4	5	-27	2.9
COC(=O)C1=C(c2ccc(OC(F)(F)F)cc2)C[C@@H]2CC[C@H]1N2C(=O)N1CCCCC1	-3	-4	21	28	-10	5	11	11	0.0
CC(=O)[C@@]1(O)CCC2C3CC=C4C[C@@H](O)CC[C@]4(C)C3CC[C@@]21C (stereo partly drawn)	-2	0	5	8	-6	7	11	16	0.5
Cc1ccc(N2C(=O)NC(=O)/C(=C\c3cn(CC(=O)O)c4ccccc34)C2=O)cc1	-3	-1	16	0	15	2	1	0	0.3
CCC(=NCCN1CCOCC1)c1c(O)n(C2CCCCC2)c(=O)[nH]c1=O	-1	-1	15	-11	-3	13	-1	-9	-1.2
CCCCn1c(O)c(C=NC2CC3CCC2(C)C3(C)C)c(=O)[nH]c1=O (stereo not drawn)	0	-2	22	25	-8	2	38	55*	1.1
CCCCCn1c(=O)c(C(=O)Nc2cc(C)ccn2)c(O)c2ccccc21	4	-1	10	12	5	2	-15	-26	12
c1cc2c(cc1[C@H]1OC[C@H]3[C@@H]1CO[C@@H]3c1ccc3c(c1)OCO3)OCO2	-4	6	-8	24	-5	10	-8	17	-1.0
CCC(=NCc1ccc2c(c1)OCO2)c1c(O)n(C)c(=O)n(C)c1=O	1	-1	26	7	-5	8	10	23	-1.4
